Screening results as filed in PubChem.
PNC assembly inh: perinucleolar compartment assembly inhibition; PC3M PTB-GFP, PNC prevalence imaging, 16 h; active compounds read low; activity change (PNC), negative = inhibition, % at 10 µM; 140,000 tested, 3.1% active; AID 2417;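 active = readout at or below -70, meaning at least 70% loss of cells showing the perinucleolar compartment, a nuclear body marking cancer cells; inconclusive = readout between -30 and a set limit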;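 note: plate controls were DMSO wells for no effect and camptothecin positive control wells for full effect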
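PC3M cells stably expressing PTB-GFP, 750–1000 cells/well, treated 16 h at 37 °C with compound (23 nl of library stock), in duplicate. After paraformaldehyde fixation and Hoechst stain, imaged at 20x; PNC prevalence scored by image analysis.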
15-hLO-2 inh: 15-hLO-2 (ALOX15B) enzyme inhibition; O15296; purified 15hLO-2, xylenol orange hydroperoxide absorbance; 110,000 tested, 0.56% active; Potency, µM (doses to about 57.1 µM), for inactives: at the top dose activity change, negative = inhibition, most hits filed as inhibitors; note: potency is the fitted concentration of half-maximal effect; nearly all actives have a fitted effect of over 60% in size; many of its hits are not listed in these tables
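Enzyme 50 nM, AA 45 uM, 25 mM Hepes pH 7.5 + 0.01% Triton X-100; cpd preinc 15 min RT, rxn 90 min RT; stop/detect with 200 uM XO + 300 uM Fe(II) in 50 mM H2SO4, 30 min; A573/A405.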
IMPase inh: IMPase inhibition in cells; 120,000 tested, under 10 active; P97697; inhibition (IP1 accumulation), % at 46.1 µM; AID 901; CHO-M1 cells, IP1 accumulation, HTRF TR-FRET ratio; active = well fitted curve in the direction sought with a large enough effect in the signal ratio, not every such curve was filed as active; inconclusive = small, poorly fitted or top-dose-only effect, or a change in a side signal; inactive = no such curve, though single readings can be large or run the other way; the % refers to the signal ratio;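 note: cells stimulated with carbachol in lithium chloride buffer; plate controls were DMSO basal wells for no effect and reference inhibitor wells for full effect; higher means more IMPase inhibition seen as more IP1 and lower FRET ratio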
Target sequence (P97697 whole entry, looked up): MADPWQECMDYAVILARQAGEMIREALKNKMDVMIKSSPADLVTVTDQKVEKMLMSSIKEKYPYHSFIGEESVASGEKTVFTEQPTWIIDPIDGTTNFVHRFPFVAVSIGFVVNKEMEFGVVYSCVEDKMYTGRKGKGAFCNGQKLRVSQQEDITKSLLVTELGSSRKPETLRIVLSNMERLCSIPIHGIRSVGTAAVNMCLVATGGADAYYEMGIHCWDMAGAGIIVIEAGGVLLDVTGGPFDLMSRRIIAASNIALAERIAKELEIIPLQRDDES
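Carbachol-driven Gq signalling in CHO-M1 cells (2000/well) generates IP1. Compounds that block IMPase raise IP1 and so reduce the FRET signal from Eu-anti-IP1 and d2-IP1 after a 10 min room-temperature lysis.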
12-hLO inh: blocks human 12-lipoxygenase activity. P18054. purified 12-hLO, xylenol orange hydroperoxide absorbance. Potency, µM (series often up to 57.1 µM), without a hit: at the top dose activity change, negative = inhibition, actives largely listed as inhibitors. 150,000 tested, 0.12% active; note: potency is the fitted concentration of half-maximal effect; nearly all actives have a fitted effect of over 55% in size; many of its hits are not listed in these tables
Target sequence (P18054 whole entry, looked up): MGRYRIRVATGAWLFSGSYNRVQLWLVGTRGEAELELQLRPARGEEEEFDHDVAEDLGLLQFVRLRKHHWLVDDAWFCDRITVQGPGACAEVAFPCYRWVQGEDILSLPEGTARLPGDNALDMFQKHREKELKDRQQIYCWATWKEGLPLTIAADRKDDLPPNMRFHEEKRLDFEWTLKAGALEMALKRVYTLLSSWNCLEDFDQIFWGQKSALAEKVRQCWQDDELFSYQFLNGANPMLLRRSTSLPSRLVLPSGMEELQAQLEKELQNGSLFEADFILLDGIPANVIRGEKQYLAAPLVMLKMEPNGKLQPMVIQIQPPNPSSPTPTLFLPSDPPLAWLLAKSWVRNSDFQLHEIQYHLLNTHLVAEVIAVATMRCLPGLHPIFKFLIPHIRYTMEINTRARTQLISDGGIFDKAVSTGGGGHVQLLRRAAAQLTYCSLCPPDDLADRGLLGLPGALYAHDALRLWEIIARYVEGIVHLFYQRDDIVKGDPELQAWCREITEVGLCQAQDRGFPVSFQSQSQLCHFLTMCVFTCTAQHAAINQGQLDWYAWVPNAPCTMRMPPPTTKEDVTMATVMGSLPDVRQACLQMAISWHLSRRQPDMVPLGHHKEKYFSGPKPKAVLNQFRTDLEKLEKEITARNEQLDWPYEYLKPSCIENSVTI
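Purified human 12hLO (150 nM final) was preincubated with compounds for 15 min at room temperature in 25 mM Hepes pH 7.0, 0.01% Triton X-100, then reacted with 40 uM arachidonic acid for 30 min. Hydroperoxide was detected with ferrous iron/xylenol orange.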
Starred values were filed as active, the others as inactive; ? = inconclusive; / = not tested or not shown; & = joins results of further samples; [ ] = another dose, or the depositor's remark. Unless noted, calls come from the whole dose curve; as a rule, active = well fitted curve in the direction sought with a large enough effect; inconclusive = small, poorly fitted or top-dose-only effect, or another doubt; inactive = no such curve, though single readings can be large; an effect the other way counts as inactive or inconclusive. Unless noted, % is set by controls: 0 for no effect and ±100 for the full control effect. The list is partial; the hit share may differ from the screen's.

SMILES | PNC assembly inh | 15-hLO-2 inh | IMPase inh | 12-hLO inh
COc1nc(N=C(N)N)nc2ccc(C)cc12 | 1 | / | -4 | -1%
Cc1noc(C)c1S(=O)(=O)N1CCC(C(=O)N(C)Cc2ccccc2)CC1 | -26 | -2% | ? | -1%
CCC1=C2CC[C@H]3C(=O)N(CC)C(=O)[C@H]3[C@H]2[C@@]2(Cc3ccccc3)C(=O)N(Cc3ccccc3)C(=O)N2C1=O | / | -1% | / | -5%
Cc1ccc(S(=O)(=O)N2CCC(C(=O)OCc3ccc([N+](=O)[O-])cc3)CC2)cc1 | 36 | / | / | -4%
Oc1c(Br)cc2oc3c(c2c1CNCc1ccccc1)CCCC3 | 3 | 21% | 9 | 6%
O=C(Nc1ccccc1)C1CC(=O)N(c2ccc3c4c(cccc24)CC3)C1 (stereo not given) | ? | -9%[11.4 µM] | 7[1.84 µM] | 0%
COC(=O)CN(n1cnnc1)S(=O)(=O)c1ccccc1Cl | ? | 1% | -7 | 11%
CN=C(Nc1ccc(Cl)cc1)c1ccc(C(F)(F)F)cc1 | 65 | / | 13 | 7%
CC[C@H]1C2=C3C(CC[C@H]4C(OCc5ccc(F)cc5C(F)(F)F)OC[C@](C)([C@@H]34)N(C(=O)OC(C)(C)C)C2)C(COC(C)=O)C1COC(C)=O (stereo not given in full) | / | -4% | / | -1%
CCOC(=O)C1CCCN(S(=O)(=O)c2ccccc2)C1 (stereo not given) | 17 | -3% | 2 | -2%
Cc1cccc(-c2nc(CSCC(=O)N3CCN(Cc4ccc5c(c4)OCO5)CC3)c(C)o2)c1 | 5 | 27% | 7 | 0%
CCOC(=O)c1c(C)[nH]c(C=Nc2ccc(OC)cc2)c1O | -25 | / | 23 | -4%

Profiles from above. Screens in order: PNC assembly inh	15-hLO-2 inh	IMPase inh	12-hLO inh
Shown for CC[C@H]1C2=C3C(CC[C@H]4C(OCc5ccc(F)cc5C(F)(F)F)OC[C@](C)([C@@H]34)N(C(=O)OC(C)(C)C)C2)C(COC(C)=O)C1COC(C)=O (stereo not given in full) : /	-4%	/	-1%
Shown for Cc1cccc(-c2nc(CSCC(=O)N3CCN(Cc4ccc5c(c4)OCO5)CC3)c(C)o2)c1 : 5	27%	7	0%
Shown for Oc1c(Br)cc2oc3c(c2c1CNCc1ccccc1)CCCC3 : 3	21%	9	6%

(continued)
SMILES | PNC assembly inh | 15-hLO-2 inh | IMPase inh | 12-hLO inh
COCCSc1nnc(NS(=O)(=O)Cc2ccccc2)s1 | ? | -3% | -16 | -3%
O=C(OC[C@@H]1CCCN2CCCC[C@H]12)c1cc2ccccc2oc1=O | -6 | / | / | 0%
CN(C)CCN(Cc1ccccc1)c1ccccn1 | 1 | 10% | / | -1%&4%
CN(CC(=O)NCc1cccc(F)c1)C(=O)c1ccco1 | -27 | -2% | 3 | -1%
COc1cc(-c2cc(N3C(=O)Nc4ccccc4N3O)n[nH]2)cc(OC)c1OC | 54 | / | / | 1%
O=C1C(Nc2ccccc2)=C(N2CCCCC2)C(=O)c2ccccc21 | 61 | -13% | -5 | 0%
O=C(Cn1nnc2ccccc2c1=O)NCCc1ccc(Cl)cc1Cl | ? | / | -1 | 0%
CN1CCN(C(=O)/C(=C\c2cccs2)NC(=O)c2cccs2)CC1 | 1 | / | / | -2%
Cn1ncc(C#N)c1NC(=O)C1CC(c2ccc(Cl)c(Cl)c2)=NO1 (stereo not given) | 8 | 4% | 6 | -4%
CCCCNC(=O)CN1C(=O)NC2NC(=O)NC21 (stereo not given) | -1 | -2% | -1 | -2%
COCCN1C(=O)c2oc3ccccc3c(=O)c2C1c1ccc(OC)c(OC)c1 (stereo not given) | -25 | / | / | 6%
COc1cc2c(=O)n(CC3CCCO3)c(=O)n(CC(=O)Nc3cccc(Cl)c3)c2cc1OC (stereo not given) | -19 | -2% | 0 | -5%
OC(COc1ccc2ccccc2c1)CN1CCCC1 (stereo not given) | 8 | 11% | -15 | -1%
C=CCCC(=O)Nc1nc(C)c(-c2csc(Nc3ccc(Cl)cc3Cl)n2)s1 | 4 | 2% | 5 | ?
O=C(/C=C/c1ccccc1)N/C(=C/c1ccccc1)C(=O)N1CCCCC1 | 11 | -3% | -16 | -3%
O=[N+]([O-])c1c(Nc2ccccc2)ccc2nonc12 | 34 | -4%[11.4 µM] | -2[1.84 µM] | -2%
Cc1ccsc1/C=C1\SC(N)=NC1=O | 57 | -14% | 5 | -7%
CC(C)NC(=S)NC(=O)c1ccc(Cl)cc1Cl | -12 | / | / | -18%
Cc1nc(N)sc1Cc1ccc2c(c1)OCO2 | ? | -4% | 7 | -5%
Cc1cc(NC(=O)C(C)(C)C)no1 | -84* | 12% | 2 | 0%
O=C(c1ccc(Br)o1)N1CCN(c2ccccc2F)CC1 | ? | -6% | -5 | -3%
Oc1ccc(/C=N/NC2=NCCCCC2)cc1 | 19 | 0% | 7 | -2%
CCCn1c(=O)c2ccccc2n2c(SCc3nc4ccccc4s3)nnc12 | ? | -6% | -2 | -4%
CCCOc1ccc(-c2nnn(CC(=O)Nc3cccc(C(=O)OC)c3)n2)cc1 | ? | -16% | 6 | 0%
COc1cccc(N=Cc2c[nH][nH]c2=O)c1 | ? | 3% | -2 | -2%
CCc1cc2c(=O)n(-c3ccc(Br)cc3)cnc2s1 | 8 | -9% | 4 | -8%
Cc1ccc(NC(=O)CCC(=O)N/N=C/c2cccs2)cc1C | 45 | / | / | 2%
CSc1ccc(S(=O)(=O)Nc2ccc(NC(C)=O)cc2)cc1 | -8 | -4% | -1 | -5%
CCOC(=O)Cc1nn(C)c(=O)c2ccccc12 | -17 | -7% | -3 | 2%
O=C(CSc1ccc(Cl)cc1)Nc1cccc(-c2nnc(-c3ccco3)o2)c1 | 47 | / | 1 | 0%
CCc1c(O)c(/C(C)=N\O)c(=O)n(-c2ccccc2)c1-c1ccccc1 | 1 | / | / | -2%
COC(=O)N/N=C/C1=C[N+](=O)c2ccccc2[N+]1=O | / | -8% | / | -1%
COc1cc(OC)c(OC)cc1/C=N/Nc1ncnc2c1[nH]c1ccccc12 | ? | / | / | -4%
Cc1cc(C(=O)CSc2nnc(-c3ccco3)o2)c(C)n1-c1ccc2c(c1)OCCO2 | 2 | -2% | 9 | -5%
CCOc1ccc(N2CC(C(=O)Nc3ccc(F)cc3F)CC2=O)cc1 (stereo not given) | 21 | 2% | 11 | -1%
O=C(NCc1ccco1)C12CN(Cc3ccccc3)CC1C(c1ccc([N+](=O)[O-])cc1)=NO2 (stereo not given) | -1 | / | 5 | -3%

19 successive compounds out of the list so far, quoted:
SMILES | PNC assembly inh | 15-hLO-2 inh | IMPase inh | 12-hLO inh
COc1nc(N=C(N)N)nc2ccc(C)cc12 | 1 | / | -4 | -1%
Cc1noc(C)c1S(=O)(=O)N1CCC(C(=O)N(C)Cc2ccccc2)CC1 | -26 | -2% | ? | -1%
CCC1=C2CC[C@H]3C(=O)N(CC)C(=O)[C@H]3[C@H]2[C@@]2(Cc3ccccc3)C(=O)N(Cc3ccccc3)C(=O)N2C1=O | / | -1% | / | -5%
Cc1ccc(S(=O)(=O)N2CCC(C(=O)OCc3ccc([N+](=O)[O-])cc3)CC2)cc1 | 36 | / | / | -4%
Oc1c(Br)cc2oc3c(c2c1CNCc1ccccc1)CCCC3 | 3 | 21% | 9 | 6%
O=C(Nc1ccccc1)C1CC(=O)N(c2ccc3c4c(cccc24)CC3)C1 (stereo not given) | ? | -9%[11.4 µM] | 7[1.84 µM] | 0%
COC(=O)CN(n1cnnc1)S(=O)(=O)c1ccccc1Cl | ? | 1% | -7 | 11%
CN=C(Nc1ccc(Cl)cc1)c1ccc(C(F)(F)F)cc1 | 65 | / | 13 | 7%
CC[C@H]1C2=C3C(CC[C@H]4C(OCc5ccc(F)cc5C(F)(F)F)OC[C@](C)([C@@H]34)N(C(=O)OC(C)(C)C)C2)C(COC(C)=O)C1COC(C)=O (stereo not given in full) | / | -4% | / | -1%
CCOC(=O)C1CCCN(S(=O)(=O)c2ccccc2)C1 (stereo not given) | 17 | -3% | 2 | -2%
Cc1cccc(-c2nc(CSCC(=O)N3CCN(Cc4ccc5c(c4)OCO5)CC3)c(C)o2)c1 | 5 | 27% | 7 | 0%
CCOC(=O)c1c(C)[nH]c(C=Nc2ccc(OC)cc2)c1O | -25 | / | 23 | -4%
COCCSc1nnc(NS(=O)(=O)Cc2ccccc2)s1 | ? | -3% | -16 | -3%
O=C(OC[C@@H]1CCCN2CCCC[C@H]12)c1cc2ccccc2oc1=O | -6 | / | / | 0%
CN(C)CCN(Cc1ccccc1)c1ccccn1 | 1 | 10% | / | -1%&4%
CN(CC(=O)NCc1cccc(F)c1)C(=O)c1ccco1 | -27 | -2% | 3 | -1%
COc1cc(-c2cc(N3C(=O)Nc4ccccc4N3O)n[nH]2)cc(OC)c1OC | 54 | / | / | 1%
O=C1C(Nc2ccccc2)=C(N2CCCCC2)C(=O)c2ccccc21 | 61 | -13% | -5 | 0%
O=C(Cn1nnc2ccccc2c1=O)NCCc1ccc(Cl)cc1Cl | ? | / | -1 | 0%

The listing continues.
SMILES | PNC assembly inh | 15-hLO-2 inh | IMPase inh | 12-hLO inh
CCCCNc1cc(=O)oc2ccccc12 | 17 | -16% | -1 | 3%
CCOC(=O)c1ccccc1NC(=O)c1ccccc1NS(C)(=O)=O | 21 | -2% | 8 | -7%
Cc1ccc(C(=O)N/C(=C/c2cccs2)C(=O)NCc2ccco2)cc1 | -12 | / | / | 2%
Cc1ccc(N2CC(C)Cn3c2nc2c3c(=O)n(CC(=O)OCc3ccccc3)c(=O)n2C)cc1C (stereo not given) | ? | -2% | -1 | -2%
CCN1C(=O)c2ccccc2S(=O)c2ccc(C(=O)N3CCN(C(=O)c4ccco4)CC3)cc21 (stereo not given) | ? | / | 9 | 2%
O=S(=O)(NCCCCCCc1ccccc1)c1cccc2c(Cl)cccc12 | / | 6% | 8 | -4%
COc1ccc(Cn2nnnc2C(c2ccccc2Cl)N2CCC(C(N)=O)CC2)cc1 (stereo not given) | -27 | 2% | 6 | 1%
COc1ccc(NC(=O)CCN2CCCCCC2)cc1 | -5 | / | 13 | 0%
COC(=O)c1ccc(NC(=O)Cc2ccccc2)cc1 | 21 | 2% | 9 | 0%
Cc1cc(C(=O)NCCCOC(C)C)c2ccccc2n1 | -18 | 4% | 6 | 3%
O=C(OC(C(=O)NCc1cccs1)c1ccccc1F)c1ccco1 (stereo not given) | 10 | / | 8 | 3%
CCOc1ccc(C(=O)OC2CCN(C)CC2)cc1 | 41 | / | 5 | 3%
CCS(=O)(=O)Nc1c(C(=O)O)[nH]c2ccccc12 | 10 | 7% | -10 | -7%
O=C(OCC#CCSc1nnc(-c2ccc(Br)cc2)o1)c1ccco1 | -9 | -12% | -6 | -2%
CCOC(=O)c1ccccc1NC(=O)CC(C)CC(=O)O (stereo not given) | 7 | 0% | -1 | 4%
COC(=O)C1=C(N)Oc2cc(C)[nH]c(=O)c2C1c1ccncc1 (stereo not given) | -1 | 2% | 1 | 2%
C=CCN(CC=C)CCOc1ccccc1F | ? | / | / | -2%
Cc1ccc(CNCc2cccnc2)cc1 | 20 | -6% | -3 | 0%
COc1ccc(-c2nc(CCNC(=O)c3ccco3)cs2)cc1OC | -9 | / | ? | -2%
CCc1ccc2nc(NC(=O)c3ccc4c(=O)[nH]c(CN5CCOCC5)nc4c3)sc2c1 | 9 | -5% | 4 | 0%
Cc1ccc(S(=O)(=O)Cn2nnnc2C(c2ccc(F)cc2)N2CCCCC2)cc1 (stereo not given) | 25 | 6% | 21 | -16%
Oc1ccc(C(=S)N2CCCCCC2)cc1 | 15 | -10% | -2 | 4%
CC(C)N(Cc1nc(-c2ccccc2)no1)C(=O)COc1ccccc1 | 19 | -4% | -3 | -9%
CN(C)Cc1c(O)c(Cl)cc2c3c(c(=O)oc12)CCCC3 | 20 | -5% | ? | -5%
Cc1cccc(NC(=O)CN2NS(=O)(=O)c3ccccc3C2=O)c1 | ? | -7% | 5 | 6%
